Screening results from PubChem.
CHOP UPR activ = apoptotic UPR (CHOP) activation; CHO-CHOP luciferase reporter, luminescence; percent of tunicamycin response over DMSO baseline; activation, % at 10 µM; actives 0.34% (n = 330,000); AID 449763;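 active = at 10 µM dose, activation of 40% or more, normalized to positive control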;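 note: 100% = tunicamycin at 10 µg/mL and 0% = DMSO alone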
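Material: CHO-CHOP cells, stable luciferase reporter of PERK-eIF2a-CHOP signalling; quantity: 500 reporter cells seeded per well; buffer or medium: F12 medium containing 10% fetal bovine serum; compound: one dose, 10 µM in 0.5% DMSO; incubation: 6 h compound treatment, 37 °C; measured by: Steady-Glo luciferase luminescence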
XBP1 UPR activ = activators of adaptive arm of unfolded protein response (XBP1); CHO-XBP1 luciferase reporter, IRE1-XBP1 UPR activation, luminescence; percent of tunicamycin response, DMSO as zero; activation, % at 20 µM; actives 0.33% (n = 330,000); AID 463104;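 active = versus positive control, 20 µM dose yields 30% or more activation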;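 note: 100% = tunicamycin at 10 µg/mL and 0% = DMSO only wells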
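Test system: CHO-XBP1 luciferase reporter cells | Buffer or medium: Serum-containing F12 medium, 10% FBS | Schedule: 6 h compound exposure at 37 °C, 5% CO2 | Detection: Steady-Glo luciferase glow luminescence, 10 min after reagent addition | Read-out basis: Activation, % of tunicamycin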
APJ agonist = activates the human apelin receptor APJ | P35414 | CHO-K1 APJ PathHunter beta-arrestin, luminescence; 0% DMSO wells, 100% apelin | activation, % at 20 µM | actives 0.11% (n = 330,000) | AID 2520;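 active = activation more than six SD over the plate average, tested at 20 µM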;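 note: 0% = DMSO alone and 100% = apelin-13 at 10 nM; some results filed as inactive read as strong as hits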
Target sequence (P35414 whole entry, looked up): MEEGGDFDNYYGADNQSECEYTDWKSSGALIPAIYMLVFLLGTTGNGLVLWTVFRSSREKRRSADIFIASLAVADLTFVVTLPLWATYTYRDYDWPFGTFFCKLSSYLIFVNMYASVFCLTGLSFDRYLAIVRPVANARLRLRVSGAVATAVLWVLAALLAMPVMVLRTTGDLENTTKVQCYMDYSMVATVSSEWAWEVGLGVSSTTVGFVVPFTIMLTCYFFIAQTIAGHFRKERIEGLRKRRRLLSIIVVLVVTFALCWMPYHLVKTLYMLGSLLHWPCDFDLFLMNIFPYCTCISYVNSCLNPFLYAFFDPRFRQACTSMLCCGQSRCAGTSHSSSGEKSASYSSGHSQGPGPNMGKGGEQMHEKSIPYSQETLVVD
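Test system – PathHunter CHO-K1 APJ (AGTRL-1) beta-arrestin reporter cells · Input – 1000 cells/well · Compound – single test compound dose, 20 µM final, 1% DMSO · Times – compound stimulation 90 min at 25 °C, detection 60 min · Technique – beta-gal luminescence · Read-out basis – APJ–arrestin association signal · Control set – negative DMSO alone, positive Apelin-13 at 10 nM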
tim10-1 inh = growth inhibitors of tim10-1 mutant yeast; S. cerevisiae tim10-1 ts strain growth, BacTiter-Glo, 24 h; inhibition, % at 20 µM; actives 2.2% (n = 330,000); AID 463190;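 active = inhibition of at least 40%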;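 note: mutant grown at 25 °C; 0% = DMSO wells with yeast and 100% = wells holding no yeast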
tim23-1 inh = tim23-1 yeast growth inhibition; S. cerevisiae tim23-1 growth, BacTiter-Glo luminescence, 24 h; inhibition, % at 20 µM; actives 1.3% (n = 330,000); AID 463212;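 active = growth inhibition of the mutant yeast at or above 50%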;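 note: temperature-sensitive mutant grown at 25 °C; plate controls were DMSO-treated mutant yeast for no effect and medium wells lacking yeast for full effect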
NALP3 yeast inh = inhibitors of NALP3 inflammasome in yeast; actives 0.39% (n = 330,000); Yeast reconstituted NLRP3/ASC/caspase-1, beta-gal luminescence, 24 h; inhibition, % at 10 µM; AID 2825;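 active = inhibition of 50% or more; inactive = inhibition below 50%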;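 note: plate controls were induced DMSO wells for no effect and uninduced yeast grown without galactose for full effect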
GRIN3A LBD mod = NR3A (human) ligand-binding domain modulation. Tm shift relative to glycine control, % at 25 µM. NR3A LBD differential scanning fluorimetry, Tm shift; 0% = protein alone, 100% = glycine-bound protein. actives 2.5% (n = 340,000);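 active = melting temperature shift of at least 10% of the positive control shift, at one fixed dose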
TIM10 inh = inhibits growth of TIM10 yeast strain; S. cerevisiae TIM10 strain growth, BacTiter-Glo luminescence, 24 h; AID 463195; inhibition, % at 10 µM; actives 1.4% (n = 330,000);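 active = inhibition of 40% or more at the single tested concentration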;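 note: wild-type TIM10 isogenic control strain grown at permissive 25 °C; 0% = DMSO yeast wells and 100% = minimal medium wells without yeast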
Mdm2 MdmX PPI = inhibitors of human Mdm2/MdmX interaction | actives 3% (n = 330,000) | SaOS-2 split-luciferase Mdm2/MdmX complementation, luminescence | inhibition, % at 8 µM | O15151+Q00987 | AID 485346;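 active = inhibition of at least 50% at 8 µM in the primary screen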
Active calls of the source: *.

Sample of the layout (5 entries):
SMILES	CHOP UPR activ	XBP1 UPR activ	APJ agonist	tim10-1 inh	tim23-1 inh	NALP3 yeast inh	GRIN3A LBD mod	TIM10 inh	Mdm2 MdmX PPI
Cc1ccc(S(=O)(=O)N2CCC(C)CC2)cc1C(=O)NCc1ccccn1	-0.2	-3.9	-2.1	34.2	7.9	4.9	-0.2	-5.0	23.2
O=C(O)CCC(NS(=O)(=O)c1ccc(N2CCCC2=O)cc1)C(=O)O (centres undefined)	2.5	-2.1	-2.7	-7.5	-2.4	-14.7	-0.6	-0.6	9.7
CSc1ccccc1C(=O)C1CCCN(C(=O)CCN2CCCO2)C1 (centres undefined)	0.2	-2.5	-1.8	-12.5	5.1	12.1	0.2	-19.3	7.3
CCc1cccc2c(C(=O)COC(=O)c3nn(C)c(=O)c4ccccc34)c[nH]c12	1.3	-2.0	4.7	20.3	12.1	19.5	-1.3	-3.4	15.8
Cc1cc(C)cc(NS(=O)(=O)c2cnc(Cl)c(Cl)c2)c1	-1.6	-1.2	-2.3	12.1	2.1	4.5	-2.6	-12.4	-28.1

This part in full, from the first entry:
SMILES	CHOP UPR activ	XBP1 UPR activ	APJ agonist	tim10-1 inh	tim23-1 inh	NALP3 yeast inh	GRIN3A LBD mod	TIM10 inh	Mdm2 MdmX PPI
Cc1ccc(S(=O)(=O)N2CCC(C)CC2)cc1C(=O)NCc1ccccn1	-0.2	-3.9	-2.1	34.2	7.9	4.9	-0.2	-5.0	23.2
O=C(O)CCC(NS(=O)(=O)c1ccc(N2CCCC2=O)cc1)C(=O)O (centres undefined)	2.5	-2.1	-2.7	-7.5	-2.4	-14.7	-0.6	-0.6	9.7
CSc1ccccc1C(=O)C1CCCN(C(=O)CCN2CCCO2)C1 (centres undefined)	0.2	-2.5	-1.8	-12.5	5.1	12.1	0.2	-19.3	7.3
CCc1cccc2c(C(=O)COC(=O)c3nn(C)c(=O)c4ccccc34)c[nH]c12	1.3	-2.0	4.7	20.3	12.1	19.5	-1.3	-3.4	15.8
Cc1cc(C)cc(NS(=O)(=O)c2cnc(Cl)c(Cl)c2)c1	-1.6	-1.2	-2.3	12.1	2.1	4.5	-2.6	-12.4	-28.1
CN(C)/C(=N\S(=O)(=O)c1ccccc1)c1ccc(F)cc1	-0.2	-4.6	-0.6	-10.5	3.5	12.0	-2.3	61.5*	0.8
Nc1nc(SCC(=O)NCc2ccccc2)[nH]c(=O)c1NC(=O)c1ccccc1F	-0.9	-2.9	3.3	2.9	13.8	-4.0	1.6	-7.7	-0.8
CCOC(=O)C(C(=O)Nc1ccccc1)C1CCCCC1 (centres undefined)	-1.2	-0.3	-2.6	12.4	12.9	35.1	0.0	32.0	39.7
CCCCc1cc(=O)oc2cc(OCC(=O)NCc3ccccn3)c(Cl)cc12	-0.5	1.7	-2.2	23.5	-1.1	8.2	-3.8	-14.3	-3.7
C[C@H](CCC(=O)O)[C@H]1CC[C@H]2[C@@H]3C(=O)C[C@@H]4CC(=O)CC[C@]4(C)[C@H]3CC(=O)[C@]12C	0.7	-10.4	-0.3	13.8	20.5	-8.0	-2.2	4.9	-18.9
Cc1ccccc1C(=O)NCCSc1ccccc1	6.5	0.0	-2.5	13.0	11.0	29.4	-0.8	0.3	-39.1
CC1(C)Cc2ccccc2/C(=C/C(=O)c2ccccc2)N1	-1.0	3.9	-3.4	8.0	44.6	6.3	0.5	22.5	22.9
CSc1nnc(CNC(=O)c2ccccc2)n1-c1cccc(C)c1	-2.4	1.1	-2.3	-0.2	-10.6	19.0	-1.0	6.4	5.2
CCCCN1C(=O)C(=O)N(CC(=O)Nc2sc(C)c(CC)c2C(=O)OCC)C1=O	1.1	0.0	1.8	5.5	27.1	17.5	-3.6	1.1	-0.4
CC(=O)Nc1ccc(S(=O)(=O)NCCc2csc(-c3cccnc3)n2)cc1	-2.5	0.4	-1.4	8.3	6.8	8.9	0.6	10.3	16.6
Cc1ccc2cccc(OCc3nnc(SCC(=O)O)n3C)c2n1	-2.2	1.8	0.5	0.0	8.4	3.9	-0.6	-5.3	-10.8
CCOc1ccc(C(=O)NCCO)cc1	-0.7	-0.9	-1.6	10.2	-2.4	-3.8	-2.2	2.9	-45.7
N#Cc1cccnc1N1CCN(C(=O)c2ccco2)CC1	3.5	-2.6	-5.3	4.5	10.1	10.3	-1.5	2.2	4.2
CCCCNC(=O)COC(=O)CCC(=O)c1cccs1	-0.3	-1.1	-2.9	18.9	0.6	-14.8	-4.3	10.2	13.2
O=C(Nc1c(C(=O)N2CCOCC2)oc2ccccc12)c1cccc([N+](=O)[O-])c1	-1.0	-4.9	3.4	38.3	20.0	10.0	-0.5	-7.0	16.9
COc1ccc(N2CCN(S(=O)(=O)c3cc(Br)cnc3N)CC2)cc1	-1.6	-0.9	-2.1	-2.4	-8.1	7.9	-1.6	5.7	-5.4
Nc1ccc(Br)c2c1C(=O)c1ccccc1C2=O	-0.2	4.3	-5.4	38.6	37.6	1.0	-3.2	29.6	47.7
Cc1c(C(=O)OCC(=O)N2C(C)CCCC2C)oc2ccccc12 (centres undefined)	9.4	-1.0	-2.0	24.4	43.0	11.4	-0.6	21.9	-44.7
COc1ccccc1Nc1nc(N)nc(CN2CCN(c3ccccc3F)CC2)n1	-0.4	0.9	2.7	21.1	12.5	9.7	0.8	-3.0	-13.0
O=S(=O)(Nc1ncccn1)c1cc(Cl)ccc1Cl	-0.3	-2.1	-1.1	2.3	11.7	7.1	1.4	-2.9	11.6
The listing continues:
SMILES	CHOP UPR activ	XBP1 UPR activ	APJ agonist	tim10-1 inh	tim23-1 inh	NALP3 yeast inh	GRIN3A LBD mod	TIM10 inh	Mdm2 MdmX PPI
CN(C)CCCN(C(=O)COc1ccc(Cl)cc1)c1nc2cc3c(cc2s1)OCO3	5.6	6.5	12.0	19.3	0.3	29.8	0.7	2.6	29.2
COc1ccccc1NC(=O)CSc1nc2ccccc2c(=O)n1CCNC(C)=O	1.7	1.0	-0.5	8.1	8.4	-3.8	-0.3	-2.9	-4.8
COCCNC(=O)CSc1ccc(C)cc1	1.3	-0.2	7.1	10.9	17.1	-15.3	-2.4	-3.4	-6.1
O=C(NNC(=O)c1cc(S(=O)(=O)N2CCCCC2)ccc1Cl)c1ccccc1O	1.0	0.0	-3.8	11.2	10.8	7.4	-4.0	-4.0	16.6
COCCCn1c(SCC(=O)Nc2ccc(C)cc2)nc2ccccc2c1=O	-1.3	-1.5	-1.5	0.7	0.6	2.9	-1.3	11.6	29.7
CCn1c(C2CCN(S(=O)(=O)c3ccc(OC)cc3)CC2)n[nH]c1=S	0.0	-3.1	-2.5	-17.1	-3.1	-15.4	-1.4	-10.4	-8.0
COc1ccccc1OCC(=O)Nc1ccc(NC(=O)COc2ccccc2OC)cc1	-1.1	-4.5	-1.6	-17.5	-6.5	5.1	0.7	-1.5	13.8
CCN(CC)S(=O)(=O)c1ccc(N2CCOCC2)c(NC(=O)c2ccc3ccccc3c2)c1	3.6	4.4	-2.4	3.6	-7.6	0.6	0.3	7.9	21.3
CC(C)C(c1nnnn1C(C)(C)C)N1CCN(Cc2cccnc2)CC1 (centres undefined)	1.2	1.2	-2.3	5.1	14.1	-7.5	0.9	-3.5	1.9
O=C(NCCS(=O)(=O)N1CCN(c2ccccc2)CC1)c1ccc(Br)o1	-1.1	0.0	-4.4	20.5	17.0	32.2	-1.1	5.2	8.3
COc1ccc(-c2ncnc(C(F)(F)F)c2-c2csc(C)n2)c(O)c1	1.2	0.7	-4.1	7.5	13.2	12.6	-0.9	-7.7	7.4
COc1cccc(CNC(=O)N2CCN(c3ccccc3)CC2)c1	-0.6	1.0	1.6	-24.1	5.6	5.4	0.8	3.7	19.3
Cc1nc(NC(=O)C2CC2)sc1C(=O)Nc1ccccc1	1.3	-1.6	-0.9	-2.3	16.1	19.9	0.7	-2.5	20.7
COC(=O)c1cc(OC)c(OC)cc1NC(=O)Cn1nnc(-c2ccccc2Cl)n1	0.6	-1.1	-2.0	32.9	25.6	9.7	-0.5	21.2	23.6
Cc1ccc(/C=C/C(=O)NCc2ccccn2)o1	-0.6	-0.7	3.5	13.4	11.2	-3.4	-0.3	-8.6	-5.2
CCCOc1ccc(C(=O)OCCN2CCCCC2)c(O)c1	-0.2	0.6	-1.1	-2.5	-1.2	14.6	1.1	-0.7	-23.9
CCOc1ccc(N2C(=O)CC(Cc3ccccc3OC)C2=O)cc1 (centres undefined)	2.5	1.7	-1.7	11.2	20.8	26.0	4.7	2.5	-2.2
CCOc1ccc2nc(-c3ccccc3)nc(SCC(=O)OC)c2c1	-0.4	-2.7	-2.5	13.4	11.0	17.8	2.8	9.6	15.8
COCn1c(-c2ccc(OC)c(OC)c2)nc2ccccc21	2.3	0.9	-2.3	9.5	12.0	-3.4	2.6	6.7	-24.4
COc1ccc(-c2c(C)nn(-c3ccccc3)c2N)cc1	4.2	2.2	-3.2	17.7	16.4	20.6	0.6	8.1	-11.3
CCOc1ncccc1C(=O)OCC(=O)NCc1ccc(C(=O)OC)cc1	1.3	1.2	2.0	-2.0	0.9	26.5	2.3	5.6	-7.0
O=C(O)CN(CCc1ccccc1)S(=O)(=O)c1ccccc1	0.7	-2.0	-3.7	-7.1	6.5	17.5	1.8	-1.9	-16.6
O=C1N/C(=C/c2cccs2)C(=O)N1Cc1ccccc1F	1.0	1.9	-2.3	11.6	-3.9	8.6	-2.4	4.2	-25.5

Part of the list above in order of SMILES length, highest first.
SMILES	CHOP UPR activ	XBP1 UPR activ	APJ agonist	tim10-1 inh	tim23-1 inh	NALP3 yeast inh	GRIN3A LBD mod	TIM10 inh	Mdm2 MdmX PPI
COC(=O)c1cc(OC)c(OC)cc1NC(=O)Cn1nnc(-c2ccccc2Cl)n1	0.6	-1.1	-2.0	32.9	25.6	9.7	-0.5	21.2	23.6
COc1ccccc1Nc1nc(N)nc(CN2CCN(c3ccccc3F)CC2)n1	-0.4	0.9	2.7	21.1	12.5	9.7	0.8	-3.0	-13.0
COCn1c(-c2ccc(OC)c(OC)c2)nc2ccccc21	2.3	0.9	-2.3	9.5	12.0	-3.4	2.6	6.7	-24.4

Outcome played no part in choosing rows; about 8.2% have a hit in one of these screens.
